# SNCA viab count: cell viability loss counter-screen. AID 1671193. Potency, µM (highest dose often 57.1 µM), inactives show at the highest dose activity change, negative = cytotoxicity, most hits filed as cytotoxic. HEK-293-SNCA-luc viability, GF-AFC fluorescence, 24 h. 0.12% of 150,000 active;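 further: potency means the concentration at half of the fitted maximal effect; 0% = DMSO-treated cells and -100% = medium-only wells without cells; nearly all actives have a fitted effect of over 30% in size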
#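 Cytotoxicity counterscreen: after 24 h compound treatment of genome-edited SNCA-luciferase HEK-293 cells, live-cell protease substrate GF-AFC read by fluorescence after 30 min; activity scaled between DMSO (0%) and medium-only (-100%), curves Hill-fitted.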
# GPT2 inhibitor: inhibitors of human GPT2 alanine aminotransferase; Q8TD30; Recombinant GPT2, coupled pyruvate oxidase/HRP Amplex Red fluorescence; Potency, µM (series often up to 57.7 µM), for inactives: at the highest dose activity change, negative = inhibition, most hits filed as inhibitors; 0.25% of 100,000 active; further: potency means the concentration at half of the fitted maximal effect; nearly all actives have a fitted effect of over 60% in size; many of its hits are not listed in these tables
# Target sequence (Q8TD30 whole entry, looked up): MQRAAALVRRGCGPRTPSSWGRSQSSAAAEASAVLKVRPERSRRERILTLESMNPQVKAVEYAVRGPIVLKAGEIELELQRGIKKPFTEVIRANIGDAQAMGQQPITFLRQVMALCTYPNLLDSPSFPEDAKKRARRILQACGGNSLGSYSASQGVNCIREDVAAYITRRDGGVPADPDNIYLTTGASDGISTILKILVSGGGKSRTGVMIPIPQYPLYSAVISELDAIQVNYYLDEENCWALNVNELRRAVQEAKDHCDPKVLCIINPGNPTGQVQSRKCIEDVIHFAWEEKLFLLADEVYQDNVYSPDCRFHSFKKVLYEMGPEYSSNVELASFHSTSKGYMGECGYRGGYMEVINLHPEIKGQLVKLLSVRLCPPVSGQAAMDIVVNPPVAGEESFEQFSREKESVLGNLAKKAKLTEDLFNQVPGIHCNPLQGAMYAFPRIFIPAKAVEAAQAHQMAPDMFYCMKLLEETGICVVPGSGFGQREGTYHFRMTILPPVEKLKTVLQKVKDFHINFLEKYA
#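 Fluorescence of coupled pyruvate oxidase/HRP/Amplex Red system (50uM Amplex, 30 min, dark) reports pyruvate formed by GPT2. Enzyme reaction: 10ng/uL GPT2, 2mM L-alanine, 250uM a-KG, 30 min room temperature, pH 7.5; 50uM AOA control.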
# IP6K1 inhibitor: inhibitors of human IP6K1; 0.81% of 140,000 active; IP6K1 kinase, ADP-Glo luminescence, 2 h; hits give low values; activity change, % (series mostly up to about 58 µM); in the data active means activity change below about -25%
#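 ADP-Glo luminescence measures ADP made by human IP6K1 during a 2 h RT reaction with ATP/IP6 (mix at 1.3 mM/130 uM); top library doses 57.5 and 19.1 uM final.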
# HEK cytotox: HEK 293 cell cytotoxicity; HEK 293 viability, ATP luminescence (CellTiter-Glo), 48-72 h; Potency, µM (titrated, usually from 115 µM), for the others: top-dose activity change, negative = cytotoxicity, hits mostly inhibitors; 6.6% of 94,000 active; AID 1345083; further: potency means the concentration at half of the fitted maximal effect; nearly all actives have a fitted effect of over 60% in size
#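 HEK 293 cells seeded at 250 cells/well were exposed to compound for 48 or 72 hr at 37 degree Celsius. Viability taken as ATP content by CellTiter-Glo luminescence.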
# 3T3 cytotox: NIH 3T3 cell cytotoxicity; NIH 3T3 viability, CellTiter-Glo ATP luminescence, 48-72 h; Potency, µM (doses to about 96.7 µM), inactives show at the top dose activity change, negative = cytotoxicity, usual class: inhibitors; 4.3% of 94,000 active; AID 1345082; further: potency means the concentration at half of the fitted maximal effect; nearly all actives have a fitted effect of over 55% in size
#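 First NIH 3T3 cells are plated at 400 cells/well; next compound is pinned in; then plates incubate 48 or 72 hr at 37 °C; finally CellTiter-Glo is added and luminescence read after 10 min.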
# FLuc inh: blocks purified firefly luciferase enzyme activity. Potency, µM (doses to about 115 µM), inactives show at the top dose activity change, negative = inhibition, most hits filed as inhibitors. 2.5% of 76,000 active. purified P. pyralis luciferase, luminescence, biochemical. AID 1347043. P08659; further: potency means the concentration at half of the fitted maximal effect; nearly all actives have a fitted effect of over 65% in size
# Target sequence (P08659 whole entry, looked up): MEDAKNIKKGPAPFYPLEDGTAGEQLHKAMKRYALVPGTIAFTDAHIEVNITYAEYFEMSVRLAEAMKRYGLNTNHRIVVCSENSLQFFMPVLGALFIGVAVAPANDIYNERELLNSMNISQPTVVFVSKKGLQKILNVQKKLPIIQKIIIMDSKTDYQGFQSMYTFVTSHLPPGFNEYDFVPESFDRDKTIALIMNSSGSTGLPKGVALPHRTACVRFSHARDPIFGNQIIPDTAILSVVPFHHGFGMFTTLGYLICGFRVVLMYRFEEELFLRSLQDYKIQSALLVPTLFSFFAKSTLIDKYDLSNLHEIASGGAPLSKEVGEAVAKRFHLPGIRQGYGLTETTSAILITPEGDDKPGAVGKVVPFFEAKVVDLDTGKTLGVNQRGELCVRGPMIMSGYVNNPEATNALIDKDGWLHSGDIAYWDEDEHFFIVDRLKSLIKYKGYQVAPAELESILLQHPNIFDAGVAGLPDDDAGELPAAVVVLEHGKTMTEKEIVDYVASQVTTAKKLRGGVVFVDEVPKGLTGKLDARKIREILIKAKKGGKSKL
#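 Purified 10nM P. pyralis luciferase with 10uM D-luciferin and 10uM ATP in 50mM Tris acetate pH 7.5, 10mM Mg acetate, 0.01% Tween-20, 0.05% BSA. qHTS titration; luminescence read by CCD imager.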
# SNCA expr inhib: inhibitors of alpha-synuclein (SNCA) gene expression | HEK-293 SNCA-luciferase knock-in, luminescence, 24 h | Potency, µM (titrated, usually from 57.2 µM), without a hit: top-dose activity change, negative = inhibition, hits mostly inhibitors | 0.17% of 140,000 active | AID 1671194;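 further: potency means the concentration at half of the fitted maximal effect; plate controls were DMSO cells for no effect and cell-free wells for full effect; nearly all actives have a fitted effect of over 45% in size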
# The depositor's hits bear a star; i = inactive; ? = inconclusive; nt = no result given; & = joins results of further samples; [ ] = dose if it differs, or a comment. Unless noted, the call rests on the fitted dose curve; in most records, active means well fitted curve in the direction sought with a large enough effect; inconclusive means small, poorly fitted or top-dose-only effect, or another doubt; inactive means no such curve, though single readings can be large; an effect the other way counts as inactive or inconclusive. Unless noted, on the % scale 0 is the no-effect control and ±100 the full control effect. An excerpt (hit frequency here may not be typical).
# Sequence of screens – SNCA viab count | GPT2 inhibitor | IP6K1 inhibitor | HEK cytotox | 3T3 cytotox | FLuc inh | SNCA expr inhib
CC1(COCC2CC2)COc2ccc(C(=O)NCc3ccc4c(c3)OCO4)cc2N1 (stereo not given)
    -6.1%[87.6 µM] | -21.9%[88.5 µM] | -5.9 | ? | ? | -18.4%[172 µM] | -4.7%[87.6 µM]
CCOc1ccc(CCNC(=O)c2cn(CC)c3ccc(S(=O)(=O)N4CCc5ccccc5C4)cc3c2=O)cc1OCC
    6.1% | nt | 9.2 | nt | nt | nt | 5.2%
O=C1CSC(=O)N1C(CCc1ccncc1)COc1ccc(-c2cccc([N+](=O)[O-])c2)cc1 (stereo not given)
    0.9% | i | nt | nt | nt | nt | 28.8%
O=C(c1cccc(Cl)c1)N1CCC(c2nn(-c3ccc(F)cc3)c(=O)[nH]2)CC1
    4.2%&-0.2% | -2.0% | -3.2&-1.4 | 0.8%&-27.3% | ? | 1.7%&0.6% | -2.0%&10.7%
COC(=O)C1=CO[C@@H](O[C@@H]2O[C@H](CO)[C@@H](O)[C@H](O)[C@H]2O)[C@@H]2[C@@H](C(=O)OC)[C@@H](O)C(O)[C@H]12 (stereo not given in full)
    4.1%[23.9 µM] | -6.7%[27.3 µM] | 9.5 | nt | nt | nt | nt
O=[S+]([O-])(Nc1ccccc1)c1ccc2c(c1)OCCN(Cc1ccc(F)cc1)C2
    -12.7%[87.6 µM] | 3.6%[88.5 µM] | -14.1 | 70.8µM* | 50.1µM* | -1.5%[172 µM] | ?
CC(C)(C)OC(=O)N1CCC(c2c(C(=O)NCCN3CCOCC3)cnn2-c2ccc(F)cc2)CC1
    -2.6% | nt | -1.5 | nt | nt | nt | -9.9%
CCC(C)NC(=O)c1ccc(-c2nnc3ccc(NC(=O)C4CC4)cn23)cc1 (stereo not given)
    -8.2% | -10.2% | -7.7 | ? | ? | -6.9% | -5.4%
COC(=O)C1=C(C)N=C2SC=C(CC(=O)N3CCC(C)CC3)N2C1c1cccc(OC)c1 (stereo not given)
    2.3% | i | 8.3 | 39.8µM* | ? | -3.9% | 4.4%
O=C(CCc1ccccc1)N1CCC(c2n[nH]c(=O)n2Cc2ccc(F)cc2)CC1
    -11.2% | i | 1.4 | -5.9% | ? | 3.4% | -4.9%
COc1cccc(N2C(=O)NC(=NC3CCCC3)C23CCN(Cc2ccccc2)C3)c1 (stereo not given)
    ? | 4.7% | -3.4 | 89.1µM* | ? | nt | -25.3%
CC(C)C1CN(CC2CCC(N)CC2)CCC(=O)N1Cc1ccc(F)cc1 (stereo not given)
    -29.6% | i | 20.6 | ? | ? | -0.4% | 6.0%
CS(=O)(=O)N1CCCC1c1noc(CCC(=O)NC2CCS(=O)(=O)C2)n1 (stereo not given)
    6.8% | i | 38.1 | -2.5% | i | 0.0% | 13.2%
Cc1cc(C)cc(-c2ccc(CN3CCCC(NC(=O)NC4CCCC4)C3)cc2)c1 (stereo not given)
    -11.4% | -7.5% | -4.0 | ? | ? | nt | -17.4%
C[C@@H]1CC[C@]2(C(=O)O[C@@H]3O[C@H](CO[C@@H]4O[C@H](CO)[C@@H](O)[C@H](O)[C@H]4O)[C@@H](O)[C@H](O)[C@H]3O)CC[C@]3(C)C(=CCC4[C@@]5(C)CC[C@H](O)[C@](C)(C(=O)O)C5CC[C@]43C)[C@@H]2[C@]1(C)O (stereo not given in full)
    ? | i | -0.5 | nt | nt | nt | nt
Cc1ccc(C)c(NC(=O)CC2NCCNC2=O)c1 (stereo not given)
    17.3% | nt | -9.7 | nt | nt | nt | -2.5%
CCOc1ccc(-c2cc(-c3nc(-c4ccc(OC)c(OC)c4)no3)[nH]n2)cc1
    -3.5% | nt | 26.2 | nt | nt | nt | 2.3%
COc1ccc(NC(=O)[C@@H]2COCC(=O)N2Cc2ccccc2)cc1
    1.8% | i | 9.5 | 1.0% | -19.3% | 2.8% | -8.6%
COc1ccccc1-n1c(=O)c(C(=O)N2CCCC2)nc2cccnc21
    11.6% | -0.9% | 1.1 | 0.6% | -10.0% | nt | -5.8%
O=[S+]1([O-])NC2(CCN(Cc3ccccn3)CC2)COc2ccccc21
    0.5% | -6.3% | 15.2 | i | i | nt | 6.8%
OCc1ccc(CN2CCC[C@H]2c2nc(-c3ccc(N4CCOCC4)nc3)no2)o1
    -0.7%[87.6 µM] | i | 1.7 | ? | -27.7%[174 µM] | -3.0%[172 µM] | -2.4%[87.6 µM]
COc1ccc(-n2c(=O)c3c4c(sc3n(Cc3ccc(F)cc3)c2=O)CCCC4)c(OC)c1
    16.4% | nt | 5.3 | nt | nt | nt | -4.9%
O=C(NCc1cccs1)c1ccc(CSc2nc3cccnc3n2Cc2ccc(F)cc2)cc1
    -7.4% | nt | -8.5 | nt | nt | nt | -22.7%
CCOc1ccc(C(=O)N2CCC(Cc3nc(-c4ccc(F)cc4)no3)CC2)cc1OCC
    -19.5% | -3.2% | -7.4 | ? | 39.8µM* | -9.6% | ?
COc1ccccc1Nc1ccnc(N2CCC(N[S+](=O)([O-])c3ccccc3)CC2)n1
    -20.8% | -23.9% | 11.3 | 31.6µM* | 31.6µM* | nt | -21.8%
CC(C)(C)C1CCc2oc3ccc(NS(=O)(=O)c4ccc(C(=O)O)cc4)cc3c2C1 (stereo not given)
    -2.9% | nt | -12.3 | nt | nt | nt | -4.9%
CCCn1ccnc1CN1C[C@@H](NC(=O)c2ccon2)C[C@H]1C(=O)NCC
    6.0% | -10.3%[11.5 µM] | 20.7 | -2.7% | -11.2% | 13.3% | -7.4%
Cc1ncoc1C(=O)N[C@@H]1CN(Cc2ccccc2)C[C@H]1CN(C)C
    -4.8% | i | 0.2 | ? | -20.5% | 7.1% | -1.9%
O=C(c1cc2c(s1)CN(C1CCCC1)C2)N1CCCN(c2ncccn2)CC1
    -12.1% | i | 8.0 | ? | ? | -13.8% | 1.1%
Cc1cccc(S(=O)(=O)N2C[C@@H](F)C[C@H]2C(=O)N2CCCCC2)c1
    -3.3% | 1.5% | -8.8 | -2.6% | -10.8% | 1.0% | -5.7%

# Brought forward from above: 2 compounds, followed by the next part.
# Sequence of screens – SNCA viab count | GPT2 inhibitor | IP6K1 inhibitor | HEK cytotox | 3T3 cytotox | FLuc inh | SNCA expr inhib
O=C(c1cc2c(s1)CN(C1CCCC1)C2)N1CCCN(c2ncccn2)CC1
    -12.1% | i | 8.0 | ? | ? | -13.8% | 1.1%
Cc1cccc(S(=O)(=O)N2C[C@@H](F)C[C@H]2C(=O)N2CCCCC2)c1
    -3.3% | 1.5% | -8.8 | -2.6% | -10.8% | 1.0% | -5.7%
Cc1cccc(-n2ncc(C(=O)NCc3ccc4c(c3)OCO4)c2C2CCN(C(=O)OC(C)(C)C)CC2)c1
    ? | nt | 6.0 | nt | nt | nt | ?
Cc1nn(-c2ccccc2)c2c1C(C(C)C)N(C1CCN(C(=O)c3ccc(Cl)nc3)C1)C2=O (stereo not given)
    nt | nt | -0.2 | ? | -26.3% | nt | nt
CCN1c2cc(C(=O)Nc3ccc(F)cc3)ccc2C(=O)N2CCCC21 (stereo not given)
    12.4%[12.5 µM] | -0.9% | 20.6 | ? | -21.0% | -7.5% | -19.5%
O=C(CSc1nnc2scc(-c3ccc(Cl)cc3)n12)Nc1ccccc1F
    2.3% | nt | 34.7 | nt | nt | nt | -2.5%
CCNC(=O)[C@@H]1C[C@H](N)CN1S(=O)(=O)c1cnn(CC)c1C
    1.9% | i | 9.5 | -11.3% | -7.3% | -4.1% | -6.7%
O=C(NCc1nnc2ccc(-c3ccccc3)nn12)c1ccco1
    0.2% | -1.1% | 4.3 | i | i | -9.3% | 8.4%
CCn1ccc(C(=O)N2CCC(c3n[nH]c(=O)n3-c3ccc(C)cc3)CC2)n1
    11.1% | -11.3% | -4.5 | 8.1% | ? | -4.9% | 6.1%
COc1ccc(-c2cnc3[nH]cc(CC(=O)N4CCC(OC)CC4)c3c2)cc1
    -21.6%[87.6 µM] | i | -2.0 | ? | ? | 22.4µM* | 10.2%[87.6 µM]
O=c1n(-c2ccc(C(F)(F)F)cc2)nc2n1CCN(Cc1cncs1)C2
    8.1% | -31.9% | 8.5 | -27.6% | -28.1% | nt | 41.0%
CC(C)(C)C(=O)N[C@H]1CO[C@H]2[C@@H]1OC[C@@H]2Nc1nccc(-c2cccc(C#N)c2)n1
    -0.5%[87.6 µM] | i | -8.3 | i | -8.6%[174 µM] | 14.8%[172 µM] | 5.9%[87.6 µM]
O=C1NC2(CCN(S(=O)(=O)c3cccs3)CC2)Oc2ccccc21
    -5.8% | i | 2.0 | ? | ? | -2.9% | -6.5%
Cc1ccc(S(=O)(=O)NCCc2nnc3ccc(SCc4ccccc4C)nn23)cc1
    -9.7% | nt | -8.1 | nt | nt | nt | 0.7%
CN(CCCOc1ccc(Cc2ccccc2)cc1)CCC(=O)O
    -11.5% | i | 18.8 | nt | nt | nt | nt
O=[S+]([O-])(NCC1CN(Cc2ccc3[nH]ccc3c2)CC12CN(c1ccccc1)C2)c1ccccc1 (stereo not given)
    -6.7% | ? | 1.1 | 22.4µM* | 22.4µM* | -3.4% | ?
O=C(NCCc1noc(C2CC2)n1)NC1CCCC1
    9.4% | -24.2% | 17.2 | -9.2% | -19.8% | -9.3% | 42.1%[activator]
COc1ccc(C(=O)NC2CCN(C(=O)N3CC4CC(C3)[C@H]3CCCC(=O)N3C4)CC2)cc1F (stereo not given in full)
    -0.1% | ? | 5.3 | 1.8% | -10.8% | -8.1% | -8.3%
O=C1NCc2ccccc2CC12CCCN2Cc1ccccc1Br (stereo not given)
    9.5% | ? | -12.4 | -2.9% | -8.9% | nt | -1.0%
CCOc1ccc(NC(=O)CSc2nc3c(oc4ccccc43)c(=O)n2-c2cc(C)cc(C)c2)cc1
    18.0% | nt | 27.2 | nt | nt | nt | ?
COc1ccc(CNC(=O)c2ccc(NC(=O)N3CCCCc4ccccc43)cc2)cc1
    -16.0% | nt | 18.1 | nt | nt | nt | ?
CCOc1ccc(C(=O)NCC(c2ccco2)S(=O)(=O)c2cccs2)cc1 (stereo not given)
    -18.0% | nt | -7.6 | nt | nt | nt | 7.4%
CC(C)NC(=O)N1CCN(c2cc(Cl)ncn2)C(=O)C1
    4.2%[87.6 µM] | -14.6%[88.5 µM] | 2.2 | -0.9%[172 µM] | ? | nt | -11.2%[87.6 µM]
COCCn1cnnc1CCNC(=O)c1oc2cc(OC)ccc2c1C
    5.2% | i[11.5 µM] | 10.8 | -0.4% | -1.0% | 1.7% | -4.2%
O=C(c1ccc(F)cc1)N1CCCN(c2nc3ncccc3o2)CC1
    -4.3%[87.6 µM] | i | -8.1 | i | -5.8%[138 µM] | -3.0%[172 µM] | -0.6%[87.6 µM]
Cc1nnc(-c2cc(-c3cccc(CO)c3)ccn2)n1Cc1ccccc1
    -0.8%[87.6 µM] | -3.3%[88.5 µM] | -6.3 | ? | ? | ? | 17.3%[87.6 µM]

# Screening results as filed in PubChem BioAssay.
